mIDH1 inhibitor – qHTS for Inhibitors of mutant isocitrate dehydrogenase 1 (IDH1): qHTS; Potency, µM (series often up to 76.6 µM), without a hit: at the highest dose activity change, negative = inhibition, actives largely listed as inhibitors; 390,000 compounds, 0.093% hits; Isocitrate dehydrogenase [NADP] cytoplasmic (Homo sapiens), O75874; IDH1-R132H enzyme, NADPH consumption, diaphorase/resazurin fluorescence; also: potency is read from the fitted curve at half-maximal effect; % is scaled to controls: 0 for no effect and ±100 for the full control effect; nearly all actives have a fitted effect of over 65% in size
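IDH1-R132H (0.5 ug/mL dispensed) in pH 7.5 Tris buffer was preincubated 30 min with compound, then given a substrate mix of 0.016 mM NADPH and 2 mM alpha-KG for 80 min at room temperature; remaining NADPH was read by diaphorase/resazurin fluorescence.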
USP1-UAF1 inh – Inhibitors of USP1/UAF1: Primary Screen | Ubiquitin carboxyl-terminal hydrolase 1 (Homo sapiens), O94782 | recombinant USP1/UAF1, Ub-Rhodamine cleavage fluorescence | Potency, µM (doses to about 57.1 µM), inactives show top-dose activity change, negative = inhibition, actives largely listed as inhibitors | 390,000 compounds, 0.23% hits | AID 743255, 2014; also: potency is read from the fitted curve at half-maximal effect; % is scaled to controls: 0 for no effect and ±100 for the full control effect; nearly all actives have a fitted effect of over 60% in size; inactives centre near -12
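1 nM enzyme complex + cpd, 15 min RT; start with Ub-Rho 150nM final; kinetic fluorescence ex 480/em 540, 6 reads q60 s. Buffer 50mM HEPES pH 7.8, 0.5mM EDTA, 0.1 mg/ml BSA, 1mM TCEP, 0.01% Tween-20.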
TrxR1 substrate – qHTS Assay for Substrates of Mammalian Selenoprotein Thioredoxin Reductase 1 (TrxR1): qHTS; 390,000 compounds, 0.01% hits; Potency, µM (titrated, usually from 114 µM), for inactives: top-dose activity change, negative = substrate turnover; AID 588456, 2011; purified TrxR1 substrate turnover, NADPH consumption readout; also: potency is read from the fitted curve at half-maximal effect; % is scaled to controls: 0 for no effect and ±100 for the full control effect; nearly all actives have a fitted effect of over 50% in size
Target sequence (O89049 whole entry, looked up): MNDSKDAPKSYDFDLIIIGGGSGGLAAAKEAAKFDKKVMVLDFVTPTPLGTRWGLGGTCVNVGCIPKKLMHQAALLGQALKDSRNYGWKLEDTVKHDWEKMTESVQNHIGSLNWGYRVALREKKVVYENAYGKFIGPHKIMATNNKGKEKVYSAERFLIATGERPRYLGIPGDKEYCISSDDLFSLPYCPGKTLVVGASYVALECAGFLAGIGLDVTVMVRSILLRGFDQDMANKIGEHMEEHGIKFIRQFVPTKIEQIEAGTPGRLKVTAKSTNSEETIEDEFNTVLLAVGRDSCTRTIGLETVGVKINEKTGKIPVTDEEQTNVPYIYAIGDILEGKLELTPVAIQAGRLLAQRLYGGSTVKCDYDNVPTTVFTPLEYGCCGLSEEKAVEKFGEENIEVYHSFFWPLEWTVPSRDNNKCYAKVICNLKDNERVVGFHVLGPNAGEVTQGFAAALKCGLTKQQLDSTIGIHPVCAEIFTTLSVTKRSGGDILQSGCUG
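Rat TrxR1, dispensed at 90 nM, was prereduced with 400 uM NADPH (final) for 5 min at ~22 deg C, then incubated with compound 15 min before 400 uM selenite. A first-read NADPH fluorescence drop versus no-compound background flagged substrates.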
Pin1 inhibitor – qHTS Assay to Find Inhibitors of Pin1 | Pin1 FP peptide displacement, HiFluor488, 10 min | Potency, µM (series often up to 115 µM), without a hit: top-dose activity, negative = inhibition, most hits filed as inhibitors | 390,000 compounds, 0.009% hits; active = well fitted inhibition curve with a large enough effect in the polarisation, with a control signal flat, not every such curve was filed as active; inconclusive = small, poorly fitted or top-dose-only effect, or effect the other way, or a change in a side signal; inactive = no such curve, though single readings can be large or run the other way; the % refers to the polarisation; also: potency is read from the fitted curve at half-maximal effect; % is scaled to controls: 0 for no effect and ±100 for the full control effect
TrxR1 inh – qHTS Assay for Inhibitors of Mammalian Selenoprotein Thioredoxin Reductase 1 (TrxR1): qHTS; Thioredoxin reductase 1, cytoplasmic (Rattus norvegicus), O89049; recombinant rTrxR1, NADPH fluorescence consumption, selenite substrate; Potency, µM (doses to about 114 µM), for inactives: at the top dose activity change, negative = inhibition, actives largely listed as inhibitors; 390,000 compounds, 1% hits; AID 588453, 2011; also: potency is read from the fitted curve at half-maximal effect; % is scaled to controls: 0 for no effect and ±100 for the full control effect; nearly all actives have a fitted effect of over 65% in size
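Rat TrxR1 (90 nM in the dispensed reagent) was pre-reduced with 400 uM NADPH for 5 min at room temperature, then incubated with compound for 15 min. After 400 uM selenite was added, NADPH fluorescence (Ex 340/Em 450 nm) was followed for 8 min.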
TRHR agonist – qHTS for Small Molecule Agonists and Allosteric Enhancers of Human TRH Receptor: Primary Screen for Agonists. TRHR cells, calcium flux fluo-8, FDSS agonist mode. activation, % at 2 µM. 360,000 compounds, 0.18% hits; in the data active = activation above about 30%; also: 0% is about no effect
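Fluo-8-loaded TRHR cells; 10 s baseline, compound added, kinetic Ca2+ fluorescence read 1/s, agonist mode.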
D2 agonist – HTS Assay for Allosteric Agonists of the Human D2 Dopamine Receptor: Primary Screen for Agonists; D(2) dopamine receptor (Homo sapiens), P14416; HEK293 T-REx D2 cells, calcium flux agonist mode; activation, % at 2 µM; 340,000 compounds, 0.53% hits;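 active = activation over 3 SD above normal in the single-dose calcium agonist read, cut at about 30% in these data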; also: 0% is about no effect
Target sequence (P14416 whole entry, looked up): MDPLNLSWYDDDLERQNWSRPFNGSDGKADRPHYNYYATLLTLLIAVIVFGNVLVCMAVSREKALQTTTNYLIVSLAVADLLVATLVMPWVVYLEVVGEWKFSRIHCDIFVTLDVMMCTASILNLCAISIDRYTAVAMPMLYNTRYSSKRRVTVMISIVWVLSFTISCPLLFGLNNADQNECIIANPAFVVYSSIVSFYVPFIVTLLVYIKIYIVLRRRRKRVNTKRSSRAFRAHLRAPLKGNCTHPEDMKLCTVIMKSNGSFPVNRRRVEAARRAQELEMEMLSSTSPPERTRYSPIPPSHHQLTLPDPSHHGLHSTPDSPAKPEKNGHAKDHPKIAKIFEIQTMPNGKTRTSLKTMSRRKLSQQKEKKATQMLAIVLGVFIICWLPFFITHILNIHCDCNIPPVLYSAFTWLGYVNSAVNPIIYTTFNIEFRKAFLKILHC
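Tetracycline-induced HEK293 T-REx cells with force-coupled D2 receptor, plated overnight at 30 C, loaded with no-wash calcium dye. After a 10 s baseline, compound was pin-added and calcium flux read kinetically for 180 s; calcium rises flagged agonists.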
D2 antagonist – HTS Assay for Allosteric Antagonists of the Human D2 Dopamine Receptor: Primary Screen for Antagonists; HEK293 TREx D2 cells, calcium flux, dopamine EC80; 340,000 compounds, 2% hits; inhibition, % at 10 µM; in the data active = inhibition above about 30%; also: 0% is about no effect
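Inhibition of EC80 dopamine-driven calcium flux, recorded kinetically, defines activity here; cells are a tetracycline-induced HEK293 T-REx line expressing force-coupled D2.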
TRHR PAM – qHTS for Small Molecule Agonists and Allosteric Enhancers of Human TRH Receptor: Primary Screen for Enhancers; TRHR cells, fluo-8 calcium fluorescence, EC20 TRH enhancement; enhancement, % at 2 µM; 360,000 compounds, 0.66% hits; AID 493056, 2011; in the data active = enhancement above about 30%; also: 0% is about no effect
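TRHR-expressing cells loaded with fluo-8 calcium dye were read kinetically (ex 480/em 530) during compound addition, then stimulated with an EC20 of TRH (10 nM final). Enhancement of the Gq-mediated intracellular calcium response was scored.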
* = called active by the depositor; ? = inconclusive; . = no result given; & = joins results of further samples; [ ] = dose if it differs, or a comment. Unless noted, calls follow the shape of the dose curve; as a rule, active = well fitted inhibition curve with a large enough effect; inconclusive = small, poorly fitted or top-dose-only effect; inactive = no such curve, though single readings can be large or run the other way.

SMILES	mIDH1 inhibitor	USP1-UAF1 inh	TrxR1 substrate	Pin1 inhibitor	TrxR1 inh	TRHR agonist	D2 agonist	D2 antagonist	TRHR PAM
Cc1cc(NC(=O)CSc2cc(C)c3ccccc3n2)no1	20%	-12%	-1%	110%[activator]	12%	.	.	.	.
Cc1cc(C)c(C#N)c(SCc2nnc(-c3ccccc3)o2)n1	2%	-23%	-2%	4%	-10%	0.2	0.5	17	-4
O=S(=O)(NNc1ccc(Cl)nn1)c1ccc(F)cc1	0%	-13%	11%[57.1 µM]	2%	6%[57.1 µM]	-0.2	-1.5	4	6
CC(=O)c1cc2c(cc1NS(=O)(=O)c1cccc(C(=O)O)c1)OCO2	-13%	-4%	-1%	-2%	7%	1.0	0.0	-14	0
O=C(CN1C(=O)CSc2ccccc21)N/N=C/c1ccco1	0%	-12%	6%[57.1 µM]	-6%	21%[57.1 µM]	0.0	-0.2	1	-1
C[C@@H]([C@@H](O)c1ccccc1)N(C)C(=O)C(N)Cc1ccccc1 (stereo not given in full)	10%	?	-1%	-7%	7%	1.2	0.0	-6	1
Cc1ccc(-c2noc(CN(C(=O)c3cccc(Br)c3)C(C)C)n2)cc1	8%	-30%	-8%	4%	-6%	0.9	1.0	-3	4
N#CC1(C#N)C(C(=O)C23CC4CC(CC(C4)C2)C3)C12CCOCC2 (stereo not given)	1%	-8%	-4%	-14%	19%[57.1 µM]	1.2	0.2	3	17
CCOC(=O)C1CCCN(C(=O)c2ccc3nc(-c4ccccc4)c(-c4ccccc4)nc3c2)C1 (stereo not given)	3%	-25%	-2%	-14%	-22%	0.9	-0.4	5	-3
CCOC(=O)c1cnn(-c2sc(C(=O)OCC)c(C)c2C(=O)OCC)c1N	1%	16%	7%	17%	3%	.	.	.	.
CC(=O)c1cc(OC(=O)N2CCOCC2)ccc1OC(=O)N1CCOCC1	-4%	-10%	3%[57.1 µM]	-4%	-4%	0.0	-0.2	-7	4
Cc1ccc(NC(=O)NCc2ccc3c(c2)OCO3)cc1C	-2%	-12%	4%[57.1 µM]	-7%	4%[57.1 µM]	-1.3	.	.	-4
CCN(CC)S(=O)(=O)c1ccc2c(c1)c(=O)c(C(=O)NCc1cccs1)cn2C	-4%	-16%	-2%	2%	1%	-0.8	-0.2	6	-7
O=c1c2cc(-c3ccccc3)sc2nc2n1N=C(c1ccccc1)CS2	2%	-4%	2%	7%	7%	2.0	0.4	-19	0
CC(=O)Cc1cc(=O)c2c(C)cc(O)c(C3OC(CO)C(O)C(O)C3O)c2o1 (stereo not given)	-1%	-20%	3%[57.1 µM]	4%	13%[57.1 µM]	0.1	.	.	-4
COc1ccc(-c2cc3nc(C)cc(NCCO)n3n2)cc1	10%	-2%	30%	0%	23%	-0.4	-0.4	15	7
O=C(NCc1ccc(Cl)cc1)C1CCN(S(=O)(=O)c2cc([N+](=O)[O-])ccc2Cl)CC1	-2%	-11%	1%	-2%	8%	2.5	0.9	0	-14
COc1ccc(C(=O)c2c(C)oc3cc([N+](=O)[O-])c(O)c([N+](=O)[O-])c23)cc1	5%	-8%	-9%	-12%	-9%	-1.3	0.5	14	-6
CC(=O)Nc1ccc(S(=O)(=O)N(Cc2cccnc2)Cc2cc3ccccc3[nH]c2=O)cc1	7%	-7%	4%	6%	34%	0.4	0.0	10	5
Cc1ccc(-c2nc(CS(=O)CC(=O)N3CCN(c4ccccc4)CC3)c(C)o2)cc1 (stereo not given)	3%&18%	-19%&0%	-1%&3%	2%&1%	-9%&1%	-0.3&-0.3	0.7&-0.1	-12	10&3
C=C1CCN([C@@H](CC(C)C)C(=O)NCCCc2ccccc2)S(=O)(=O)c2ccccc21	10%	-10%	2%[57.1 µM]	1%	12%	.	.	.	.
COc1ccc(CNCCSc2nnnn2-c2ccccc2)c(OC)c1	13%	-7%	4%	-1%	28%	-0.2	.	.	-4
Cc1cccc(C(=O)N/N=C/c2ccc[nH]2)c1	15%	0%	-9%	-1%	-7%	-0.1	0.2	-2	-1
O=C(CN(C(=O)CNS(=O)(=O)c1ccc(F)cc1)c1ccccc1)NCc1ccco1	10%	4%	-2%	-6%	?	-1.8	-1.1	-11	8
O=C(NCc1cccc(C(F)(F)F)c1)c1ccc2c(c1)OCCO2	4%	-26%	-3%	4%	7%	-1.0	-1.2	-11	-6

Among those listed so far, 2 have a cyano group.
SMILES	mIDH1 inhibitor	USP1-UAF1 inh	TrxR1 substrate	Pin1 inhibitor	TrxR1 inh	TRHR agonist	D2 agonist	D2 antagonist	TRHR PAM
Cc1cc(C)c(C#N)c(SCc2nnc(-c3ccccc3)o2)n1	2%	-23%	-2%	4%	-10%	0.2	0.5	17	-4
N#CC1(C#N)C(C(=O)C23CC4CC(CC(C4)C2)C3)C12CCOCC2 (stereo not given)	1%	-8%	-4%	-14%	19%[57.1 µM]	1.2	0.2	3	17

New compounds follow
SMILES	mIDH1 inhibitor	USP1-UAF1 inh	TrxR1 substrate	Pin1 inhibitor	TrxR1 inh	TRHR agonist	D2 agonist	D2 antagonist	TRHR PAM
CC(=O)c1c(C)[nH]c(C(=O)Nc2cc(F)ccc2C)c1C	0%	-16%	1%	-2%	18%	-0.6	0.6	-3	0
Cc1ccc(OS(=O)(=O)c2ccc(N3C(=O)CCC3=O)cc2)cc1	-8%	3%	-9%	-8%	12%[57.1 µM]	0.4	0.5	19	-2
CN=C(C[N+](=O)[O-])NCCSCc1ccc(CN(C)C)o1	24%	-27%	6%	0%	2%	.	.	.	.
COc1ccc(Cl)cc1NC(=O)CN1CCCC1	-2%	-2%	7%[57.1 µM]	8%	7%	-0.2	1.4	28	11
O=C(NCC1CCCO1)c1cc(C(=O)c2ccc(Cl)cc2Cl)c[nH]1 (stereo not given)	8%	-23%	-4%	-1%	10%	-0.7	1.4	4	-3
O=C(c1ccc(Cl)c(S(=O)(=O)N2CCCC2)c1)N1CCN(c2ccccc2F)CC1	9%	-21%	1%	28%	20%	-1.3	-0.7	-9	-3
COc1ccccc1NC(=O)Nc1ccnn1C1CCN(C(=O)c2ccccn2)CC1	1%	-17%	1%	-3%	14%	0.4	0.2	-3	-3
COc1ccc(-n2ncc3c(NCCCOC(C)C)ncnc32)cc1	10%	-1%	5%[57.1 µM]	0%	20%[57.1 µM]	-0.5	-0.6	.	-1
NC(=O)c1ccc(C(F)(F)F)n(Cc2cccc(Cl)c2)c1=O	5%	-4%	-4%[57.1 µM]	1%	-4%[57.1 µM]	-0.4	0.6	32*	22
O=C(COc1ccc(Cl)cc1)Nc1ccc(NC(=O)c2ccco2)cc1	1%	-4%	10%[57.1 µM]	-1%	39%[57.1 µM]	-0.1	-0.9	-9	-2
C=C(Cl)COC(=O)[C@H]1C2C=CC(C2)C1C(=O)O (stereo not given in full)	1%	-15%	0%	-2%	1%	0.3	2.4	4	5
CCc1ccc2nc(Nc3nc(COC)cc(=O)[nH]3)nc(C)c2c1	0%	-8%	4%[11.4 µM]	1%	-15%[11.4 µM]	-0.3	0.8	8	0
Cc1csc(NC(=O)CN(C)S(=O)(=O)c2cccc3cccnc23)n1	-2%	2%	-3%	-11%	13%	-0.5	-0.2	12	16
O=C(O)c1cccnc1Sc1ccccc1	5%	-7%	-1%	-12%	6%	-0.2	-0.5	-1	-4
O=C(CCN1C(=O)c2ccc([N+](=O)[O-])cc2C1=O)Nc1nccs1	4%	-6%	4%[57.1 µM]	-2%	18%[57.1 µM]	-0.1	2.5	-33	2
O=C(Nc1cccc(Cl)c1)OCCOCCOC(=O)Nc1cccc(Cl)c1	7%	-7%	-5%	6%	3%	.	.	.	.
Cc1cc(C)cc(C(=O)Nc2ccc(NC(=O)Cc3ccccc3)cc2)c1	8%	-22%	6%	1%	23%	-1.3	-0.3	10	4
C/C(=N\Nc1ccc(C)c(Cl)c1)c1ccncc1	11%	-19%	4%	24%	6%	-0.8	-3.5	-16	2
COc1ccccc1/C=C(/NC(=O)c1ccccc1)C(=O)NCCN1CCOCC1	0%	-8%	-2%	2%	10%	0.1	.	.	3
O=C(CSc1nnnn1C1CC1)Nc1cc(S(=O)(=O)N2CCCC2)ccc1Cl	1%	0%	-3%[57.1 µM]	0%	-21%[57.1 µM]	.	.	.	.
O=C(NC(CC(=O)N1CCN(c2ccccc2)CC1)c1ccccc1)c1ccccc1Cl (stereo not given)	-1%	-1%	3%[57.1 µM]	-1%	2%[57.1 µM]	0.2	-0.5	-2	-5

Screening data as filed in PubChem BioAssay.

Not all compounds are listed; rates above refer to the full screens.
